EPAC1 agonist = qHTS for Agonist of cAMP-regulated guanine nucleotide exchange factor 3 (EPAC1): primary screen; 0.073% of 360,000 active; Potency, µM (series often up to 154 µM), without a hit: at the top dose activation, hits mostly activators; EPAC1 agonist qHTS, biochemical assay; response scale: 100% = response to 6.5 mM cAMP; Rap guanine nucleotide exchange factor 3 (Homo sapiens), O95398; note: potency is the fitted concentration of half-maximal effect; nearly all actives have a fitted effect of over 60% in size
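EPAC1 100 nM, Rap1B–BODIPY-GDP 250 nM, unlabeled GDP 50 uM; compound titration; 5 min RT; kinetic read ex480/em540 at 5-min intervals ×30 min; data normalized to 6.5 mM cAMP agonist control.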
PI5P4Ka inh = qHTS for Inhibitors of phosphatidylinositol 5-phosphate 4-kinase (PI5P4K); Phosphatidylinositol 5-phosphate 4-kinase type-2 alpha (Homo sapiens), P48426; 1.2% of 330,000 active; PI5P4Kalpha enzyme, ADP-Glo luminescence, 60 min; active compounds read low; AID 652105, 2013; max response, %; active = max response of -50% or lower; inconclusive = between -30% and -50%; inactive = -30% or higher; note: value at the top dose of about 77 µM; % is set by controls: 0 for no effect and ±100 for the full control effect
Target sequence (P48426 whole entry, looked up): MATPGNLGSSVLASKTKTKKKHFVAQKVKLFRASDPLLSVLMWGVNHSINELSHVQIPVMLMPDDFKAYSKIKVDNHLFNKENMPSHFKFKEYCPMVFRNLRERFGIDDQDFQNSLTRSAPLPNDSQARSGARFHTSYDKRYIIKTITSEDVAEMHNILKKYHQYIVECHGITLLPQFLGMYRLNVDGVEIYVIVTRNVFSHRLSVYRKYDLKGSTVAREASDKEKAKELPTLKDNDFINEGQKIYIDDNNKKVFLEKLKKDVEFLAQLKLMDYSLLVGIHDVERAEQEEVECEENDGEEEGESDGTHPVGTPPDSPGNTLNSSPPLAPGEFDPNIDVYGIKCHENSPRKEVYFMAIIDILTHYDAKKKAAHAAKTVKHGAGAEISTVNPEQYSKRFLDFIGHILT
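Quantitative HTS of the MLSMR library against PI5P4Kalpha with substrate. ATP added last at 5 microM final; room temperature, 60 minutes. Remaining ATP depleted, ADP converted and read as luminescence.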
PLK1 PBD inh = qHTS for Inhibitors of PLK1-PDB (polo-like kinase 1 - polo-box domain): Primary Screen. Serine/threonine-protein kinase PLK1 (Homo sapiens), P53350. 2.8% of 360,000 active. Potency, µM, for the others: max response, negative = inhibition, hits mostly inhibitors. AID 720504, 2013. Plk1 PBD binding of FITC phosphopeptide, fluorescence polarization; note: potency is the fitted concentration of half-maximal effect; series mostly up to about 57 µM; % is set by controls: 0 for no effect and ±100 for the full control effect; nearly all actives have a fitted effect of over 65% in size
Target sequence (P53350 whole entry, looked up, the tested form may be a part): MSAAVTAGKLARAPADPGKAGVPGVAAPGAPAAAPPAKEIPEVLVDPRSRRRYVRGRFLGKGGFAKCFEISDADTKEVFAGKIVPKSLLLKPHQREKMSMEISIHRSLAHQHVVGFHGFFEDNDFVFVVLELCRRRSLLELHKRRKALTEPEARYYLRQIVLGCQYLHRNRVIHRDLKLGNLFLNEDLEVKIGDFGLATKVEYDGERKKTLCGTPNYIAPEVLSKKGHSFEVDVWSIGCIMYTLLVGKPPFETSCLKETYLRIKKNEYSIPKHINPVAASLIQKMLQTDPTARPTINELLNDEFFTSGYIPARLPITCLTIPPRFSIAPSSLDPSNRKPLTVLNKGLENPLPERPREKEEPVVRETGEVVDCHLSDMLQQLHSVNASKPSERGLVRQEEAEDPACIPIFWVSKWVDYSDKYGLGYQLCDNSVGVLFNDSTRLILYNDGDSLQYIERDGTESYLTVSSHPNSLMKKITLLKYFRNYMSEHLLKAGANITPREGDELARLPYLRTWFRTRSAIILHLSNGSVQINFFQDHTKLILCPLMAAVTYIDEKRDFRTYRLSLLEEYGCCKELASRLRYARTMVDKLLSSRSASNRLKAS
WRN helicase inh = qHTS for Inhibitors of WRN Helicase; WRN helicase unwinding, fluorescent forked duplex, kinetic; Potency, µM (titrated, usually from 114 µM), without a hit: at the highest dose activity change, negative = inhibition, actives largely listed as inhibitors; 0.46% of 360,000 active; AID 651768, 2012; note: potency is the fitted concentration of half-maximal effect; % is set by controls: 0 for no effect and ±100 for the full control effect; nearly all actives have a fitted effect of over 55% in size
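Fluorescence dequenching readout, ex 525 nm/em 598 nm, kinetic mode: forked duplex DNA (100 nM final) with adjacent fluorophore and quencher unwound by WRN (20 nM final) with 2 mM ATP. Compound preincubation 15 min, room temperature.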
IL-2 act = qHTS of IL-2 Activators; IL-2 activation reporter assay, cell-based qHTS; stimulated with anti-CD3/CD4/CD28 beads; in transgenic mouse T cells; 0.065% of 360,000 active; activation, % (series mostly up to about 46 µM); in the data active = activation above about 50%; inconclusive = mostly about 30% to 49%; note: 0% is about no effect
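Quantitative HTS in unstimulated transgenic mouse T cells, with memory T cells as non-tolerant control and PMA/ionomycin as tolerance-bypass control. Compound pretreatment lasted 60 minutes before 18 h bead stimulation; EGFP/DsRed fluorescence read.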
aSyn yeast inh = qHTS of alpha-syn Inhibitors. 0.14% of 370,000 active. Potency, µM (doses to about 46.1 µM), without a hit: at the highest dose growth rescue (activation), usual class: activators. Yeast expressing alpha-synuclein, growth rescue, BacTiter-Glo, 24 h; note: potency is the fitted concentration of half-maximal effect; % of control where 0% means no effect; nearly all actives have a fitted effect of over 65% in size
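Rescue of yeast growth: cells expressing toxic alpha-synuclein, induced in galactose at OD600 0.02, incubated with compound 24 h at 30 C. ATP luminescence quantified growth; inhibitors of toxicity appear as activators.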
Abeta rescue = qHTS for compounds that reverse cellular toxicity of Amyloid beta (A-beta) peptide in yeast: Primary Screen. yeast expressing A-beta42, growth rescue, OD600, 48 h; response scale: 0% DMSO, 100% iron-clioquinol control. Potency, µM (doses to about 46.1 µM), without a hit: top-dose growth rescue, hits mostly activators. 0.063% of 410,000 active; note: potency is the fitted concentration of half-maximal effect; nearly all actives have a fitted effect of over 55% in size
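Growth rescue measured by 600 nm absorbance after 48 h yeast culture at 30 C with compound. Values normalized between DMSO and an equimolar ferric chloride plus clioquinol control.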
FUS yeast rescue = qHTS for Suppressors of FUS Proteinopathy: Primary screen using FUS-linked yeast assay; S. cerevisiae FUS-expressing, growth rescue, OD600, 24 h; Potency, µM (highest dose often 76.6 µM), for the others: top-dose growth rescue (activation), usual class: activators; 0.24% of 390,000 active; AID 1347120, 2019;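 note: potency is the fitted concentration of half-maximal effect; plate controls were DMSO vehicle for no effect and reference control for full effect; nearly all actives have a fitted effect of over 55% in size; some results filed as inactive show a strong effect at the top dose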
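FUS-expressing yeast, raffinose-pregrown, induced in 2% galactose minimal medium at OD 0.005; compounds in a dilution series, 24hr at 30C. Growth restoration read as absorbance at 600 nm. CP55940 positive control, DMSO negative.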
EPAC1 antagonist = qHTS for Antagonist of cAMP-regulated guanine nucleotide exchange factor 3 (EPAC1): primary screen. Rap guanine nucleotide exchange factor 3 (Homo sapiens), O95398. EPAC1 GEF assay, Rap1b-BODIPY-GDP exchange fluorescence. 0.14% of 360,000 active. Potency, µM (doses to about 115 µM), inactives show top-dose activity change, negative = inhibition, usual class: inhibitors;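 note: potency is the fitted concentration of half-maximal effect; plate controls were vehicle for no effect and positive control for full effect; nearly all actives have a fitted effect of over 50% in size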
* marks the source's active call; other numbers are inactive results; u = inconclusive; x = no result given; & = joins results of further samples; [ ] = another dose, or the depositor's remark. Unless noted, calls come from the whole dose curve; as a rule, active = well fitted curve in the direction sought with a large enough effect; inconclusive = small, poorly fitted or top-dose-only effect, or another doubt; inactive = no such curve, though single readings can be large; an effect the other way counts as inactive or inconclusive. These rows are one share of the data; the hit share may differ from the screen's.

Structure,EPAC1 agonist,PI5P4Ka inh,PLK1 PBD inh,WRN helicase inh,IL-2 act,aSyn yeast inh,Abeta rescue,FUS yeast rescue,EPAC1 antagonist
COc1ccc(-n2c(SC)nc3ccccc3c2=O)cc1,-8%,13,0%,2%,0.4,1%,8%,-6%,6%
C=CC(C)C(C(=O)c1ccccc1)N(C)C (configuration not stated),5%,0,-4%,0%,0.9,-2%,-4%,-23%,-4%
C[N+]12CCC(CC1)C(=C(c1ccccc1)c1ccccc1)C2,-7%,-16,-16%,-5%,-0.9,-1%,4%,x,-2%
COC(=O)C1C2c3ccccc3C(c3ccccc32)C1C(=O)OC (configuration not stated),-5%,3,-2%,-2%,-0.7,13%,17%,4%,-14%
Cc1cc(NC(=O)CCl)on1,1%,0,-7%,-23%,-2.8,-2%,-28%,9%,-11%
Cc1ccc(-c2nn(Cc3ccccc3)cc2C=O)cc1,0%,2,-10%,-21%,-6.2,-4%,-33%,34%,-30%
CCN(CC)c1ccc(N=Cc2c(O)n(CCC3=CCCCC3)c(=O)[nH]c2=O)cc1,5%,x,38%[activator],5%,-1.8,0%,-2%,20%,7%
O=[N+]([O-])c1cccc2c([N+](=O)[O-])cccc12,8%,3,-10%,-8%,-0.2,0%,13%,-31%,-9%
C#CC[N+]1(C)[C@@H]2CC(OC(=O)C(CO)c3ccccc3)C[C@H]1C(O)C2 (some centres not stated),-5%,-2,-18%,-9%,-0.6,15%,-1%,-13%,-30%
CCC1(CC)C(=O)N(C)C(=O)NC1=NC,4%,-8,-7%,-31%,-0.3,-4%,-4%,-28%,-13%
CCN1C[C@]2(CO)CC[C@H](OC)[C@@]34C2[C@H](OC)[C@@](O)(C13)[C@@]1(O)C[C@H](OC)[C@H]2C[C@@H]4[C@@H]1[C@H]2OC,6%,1,1%,-1%,-0.8,4%,11%,-30%,11%
O=c1[nH]c(=S)n(-c2ccccc2)c(O)c1/C=N/N1CCCCC1c1cccnc1 (configuration not stated),4%,-3,-11%,79µM*,0.5,-4%,-8%,14%,14%
O=C(COc1ccc(S(=O)(=O)N2CCCCC2)cc1)N1CCN(Cc2ccccc2)CC1,8%,3,-7%,-1%,-0.2,17%,10%,0%,-3%
Cc1ccc(C(=O)Nc2ccc(-n3ccnc3P(=O)(O)c3ccccc3)cc2)cc1,-13%,8,0%,-6%,-1.2,6%,20%[9.22 µM],-21%,-10%
CC1CN(c2cc([N+](=O)[O-])ccc2Cl)CC(C)N1 (configuration not stated),3%,0,-6%,-6%,-0.3,-9%,5%,7%,-19%

Next section, starting with the last two of the part before.
Structure,EPAC1 agonist,PI5P4Ka inh,PLK1 PBD inh,WRN helicase inh,IL-2 act,aSyn yeast inh,Abeta rescue,FUS yeast rescue,EPAC1 antagonist
Cc1ccc(C(=O)Nc2ccc(-n3ccnc3P(=O)(O)c3ccccc3)cc2)cc1,-13%,8,0%,-6%,-1.2,6%,20%[9.22 µM],-21%,-10%
CC1CN(c2cc([N+](=O)[O-])ccc2Cl)CC(C)N1 (configuration not stated),3%,0,-6%,-6%,-0.3,-9%,5%,7%,-19%
C[C@H](CO)N1C[C@H](C)[C@@H](CN(C)C(=O)Oc2cccc3ccccc23)OCc2cn(nn2)CCCC1=O,13%,-17,u,6%,-3.0,-1%,13%,1%,-11%
Cc1cc(C)c(NC2=NCCS2)cc1C,5%,-16,0%,1%,-4.6,-7%,-10%,-11%,-4%
CCCCSP1(=S)NCCCN1,-4%,-1,-16%,2%,0.3,-16%,-1%,-26%,5%
O=C1NC(=O)N(CCNc2ncc(C(F)(F)F)cc2Cl)C(=O)C1/C=N/OCc1c(F)cccc1Cl (configuration not stated),3%,-1,-25%,-12%,-3.0,2%,4%,x,-18%
CCC1(CC)C(=N)N(C)C(=O)NC1=O,-7%,0,4%,-21%[57.1 µM],0.2,1%,9%,-6%,3%
O=C1OC(c2ccc(Br)cc2)=N/C1=C\N1CC2CC(C1)c1cccc(=O)n1C2 (configuration not stated),-6%,-9,-3%,-6%,0.0,0%,8%,14%,-8%
CCNc1nc2[nH]c(=O)c3c(c2s1)OC(N)=C(C#N)C3c1cccs1 (configuration not stated),4%,-22,-16%,-43%,-1.7,-8%,8%,x,2%
COc1cccc(CN2CCN(C(=O)COc3ccc4ccccc4c3)CC2)c1,10%,8,-12%,1%,-0.1,-11%,-8%,-6%,-13%
Cc1cc(C=C2C(=O)NC(=S)NC2=O)c(C)n1C1CCCC1,-3%,-27,u,-10%[11.6 µM],-0.4,0%,u,34%,u
COC(=O)C1=C(c2c(C)noc2C)C[C@@H]2CC[C@H]1N2C(=O)N1CCC(C)CC1,-15%,-3,-3%,-6%,-1.4,-12%,0%,-4%,-5%
COC(=O)C1=C(c2ccc(OC(F)(F)F)cc2)C[C@@H]2CC[C@H]1N2C(=O)N1CCC(C)CC1,-28%,2,-8%,-7%,-0.3,-36%[inhibitor],-7%,u,-27%
COc1cccc(C2[C@H](C)C3(CCN2C)OCCO3)c1 (some centres not stated),-1%,2,-7%,-15%,-1.7,-1%,-13%,18%,u
O=C1C2CCCC1C(N1CCCCC1)CC2 (configuration not stated),7%,2,-2%,-18%,-0.5,-9%,6%,-21%,-15%
CC1=C(C)CC2(C(=O)NC(=S)NC2=O)C(C)C1 (configuration not stated),7%,14,0%,1%,-3.7,-7%,8%,x,15%
CCOP(=O)(OCC)C(NC(=O)c1ccc(OC)cc1)C(Cl)(Cl)Cl (configuration not stated),4%,1,2%,7%,0.0,2%,0%,1%,13%

Quoted at random: 3 compounds from above
Structure,EPAC1 agonist,PI5P4Ka inh,PLK1 PBD inh,WRN helicase inh,IL-2 act,aSyn yeast inh,Abeta rescue,FUS yeast rescue,EPAC1 antagonist
COC(=O)C1=C(c2ccc(OC(F)(F)F)cc2)C[C@@H]2CC[C@H]1N2C(=O)N1CCC(C)CC1,-28%,2,-8%,-7%,-0.3,-36%[inhibitor],-7%,u,-27%
Cc1cc(C)c(NC2=NCCS2)cc1C,5%,-16,0%,1%,-4.6,-7%,-10%,-11%,-4%
C[C@H](CO)N1C[C@H](C)[C@@H](CN(C)C(=O)Oc2cccc3ccccc23)OCc2cn(nn2)CCCC1=O,13%,-17,u,6%,-3.0,-1%,13%,1%,-11%

(cont.)
Structure,EPAC1 agonist,PI5P4Ka inh,PLK1 PBD inh,WRN helicase inh,IL-2 act,aSyn yeast inh,Abeta rescue,FUS yeast rescue,EPAC1 antagonist
Cc1ccc(Cn2cc(C=O)c(-c3ccc(F)cc3)n2)cc1,7%,2,-7%,-5%[57.1 µM],0.0,7%,-37%[inhibitor],0%,-17%
O=Cc1cn(Cc2ccc(F)cc2Cl)c2ccccc12,6%,5,-8%,-7%,-4.9,-2%,18%,36%,-19%
O=C(c1ccncc1)C12CN3CN(CN(C3)C1)C2,4%,0,1%,0%,0.1,-2%,-2%,2%,2%
C[C@]12CC[C@H](O)C[C@H]1CC[C@@H]1[C@@H]2C[C@@H](O)[C@]2(C)[C@@H](C3=CC(=O)OC3)CC[C@]12O,-13%,8,3%,0%,0.1,1%,-4%,-40%,14%
CC(O)(CS(=O)(=O)c1ccccc1)C(=O)Nc1ccc(C(F)(F)F)cc1 (configuration not stated),4%,x,-13%,-9%,-2.5,-1%,2%,26%,1%
CN1CCC(c2c[nH]c3ccc(O)cc23)CC1,-30%,-2,-2%,4%,-0.3,-7%&0%,-8%,-44%,6%
CCCCc1nc2ccccc2c(=O)n1-c1ccccc1O,-3%,-3,-6%,-7%,-0.3,22%,0%,14%,-6%
Nc1ccc(Cl)cc1C(=O)c1ccccc1,2%,15,-1%,-7%,-0.2,6%,4%,9%,-7%
COc1ccc(-c2cc(=Nc3cccc(C(=O)O)c3)c3cc(C)ccc3o2)cc1,6%,1,u,u,-1.0,4%,-28%,7%,u
Cc1ccc2c(c1)C1CN(C)CCC1N2S(=O)(=O)c1ccccc1 (configuration not stated),8%,x,-14%,1%,-1.3,0%,-4%,-3%,0%

Among those listed so far, 4 have a carbonyl joined to an NH by a bond outside any ring:
Structure,EPAC1 agonist,PI5P4Ka inh,PLK1 PBD inh,WRN helicase inh,IL-2 act,aSyn yeast inh,Abeta rescue,FUS yeast rescue,EPAC1 antagonist
Cc1cc(NC(=O)CCl)on1,1%,0,-7%,-23%,-2.8,-2%,-28%,9%,-11%
Cc1ccc(C(=O)Nc2ccc(-n3ccnc3P(=O)(O)c3ccccc3)cc2)cc1,-13%,8,0%,-6%,-1.2,6%,20%[9.22 µM],-21%,-10%
CCOP(=O)(OCC)C(NC(=O)c1ccc(OC)cc1)C(Cl)(Cl)Cl (configuration not stated),4%,1,2%,7%,0.0,2%,0%,1%,13%
CC(O)(CS(=O)(=O)c1ccccc1)C(=O)Nc1ccc(C(F)(F)F)cc1 (configuration not stated),4%,x,-13%,-9%,-2.5,-1%,2%,26%,1%
